Screening results (PubChem)
TcdB GH inh: blocks C. difficile toxin B glycohydrolase activity | inhibition, % at 9.99 µM | 350,000 compounds, 0.24% hits | P18177 | TcdB glycohydrolase enzymatic assay, plate reader; in the data active means inhibition above about 10%
Target sequence (P18177 whole entry, looked up): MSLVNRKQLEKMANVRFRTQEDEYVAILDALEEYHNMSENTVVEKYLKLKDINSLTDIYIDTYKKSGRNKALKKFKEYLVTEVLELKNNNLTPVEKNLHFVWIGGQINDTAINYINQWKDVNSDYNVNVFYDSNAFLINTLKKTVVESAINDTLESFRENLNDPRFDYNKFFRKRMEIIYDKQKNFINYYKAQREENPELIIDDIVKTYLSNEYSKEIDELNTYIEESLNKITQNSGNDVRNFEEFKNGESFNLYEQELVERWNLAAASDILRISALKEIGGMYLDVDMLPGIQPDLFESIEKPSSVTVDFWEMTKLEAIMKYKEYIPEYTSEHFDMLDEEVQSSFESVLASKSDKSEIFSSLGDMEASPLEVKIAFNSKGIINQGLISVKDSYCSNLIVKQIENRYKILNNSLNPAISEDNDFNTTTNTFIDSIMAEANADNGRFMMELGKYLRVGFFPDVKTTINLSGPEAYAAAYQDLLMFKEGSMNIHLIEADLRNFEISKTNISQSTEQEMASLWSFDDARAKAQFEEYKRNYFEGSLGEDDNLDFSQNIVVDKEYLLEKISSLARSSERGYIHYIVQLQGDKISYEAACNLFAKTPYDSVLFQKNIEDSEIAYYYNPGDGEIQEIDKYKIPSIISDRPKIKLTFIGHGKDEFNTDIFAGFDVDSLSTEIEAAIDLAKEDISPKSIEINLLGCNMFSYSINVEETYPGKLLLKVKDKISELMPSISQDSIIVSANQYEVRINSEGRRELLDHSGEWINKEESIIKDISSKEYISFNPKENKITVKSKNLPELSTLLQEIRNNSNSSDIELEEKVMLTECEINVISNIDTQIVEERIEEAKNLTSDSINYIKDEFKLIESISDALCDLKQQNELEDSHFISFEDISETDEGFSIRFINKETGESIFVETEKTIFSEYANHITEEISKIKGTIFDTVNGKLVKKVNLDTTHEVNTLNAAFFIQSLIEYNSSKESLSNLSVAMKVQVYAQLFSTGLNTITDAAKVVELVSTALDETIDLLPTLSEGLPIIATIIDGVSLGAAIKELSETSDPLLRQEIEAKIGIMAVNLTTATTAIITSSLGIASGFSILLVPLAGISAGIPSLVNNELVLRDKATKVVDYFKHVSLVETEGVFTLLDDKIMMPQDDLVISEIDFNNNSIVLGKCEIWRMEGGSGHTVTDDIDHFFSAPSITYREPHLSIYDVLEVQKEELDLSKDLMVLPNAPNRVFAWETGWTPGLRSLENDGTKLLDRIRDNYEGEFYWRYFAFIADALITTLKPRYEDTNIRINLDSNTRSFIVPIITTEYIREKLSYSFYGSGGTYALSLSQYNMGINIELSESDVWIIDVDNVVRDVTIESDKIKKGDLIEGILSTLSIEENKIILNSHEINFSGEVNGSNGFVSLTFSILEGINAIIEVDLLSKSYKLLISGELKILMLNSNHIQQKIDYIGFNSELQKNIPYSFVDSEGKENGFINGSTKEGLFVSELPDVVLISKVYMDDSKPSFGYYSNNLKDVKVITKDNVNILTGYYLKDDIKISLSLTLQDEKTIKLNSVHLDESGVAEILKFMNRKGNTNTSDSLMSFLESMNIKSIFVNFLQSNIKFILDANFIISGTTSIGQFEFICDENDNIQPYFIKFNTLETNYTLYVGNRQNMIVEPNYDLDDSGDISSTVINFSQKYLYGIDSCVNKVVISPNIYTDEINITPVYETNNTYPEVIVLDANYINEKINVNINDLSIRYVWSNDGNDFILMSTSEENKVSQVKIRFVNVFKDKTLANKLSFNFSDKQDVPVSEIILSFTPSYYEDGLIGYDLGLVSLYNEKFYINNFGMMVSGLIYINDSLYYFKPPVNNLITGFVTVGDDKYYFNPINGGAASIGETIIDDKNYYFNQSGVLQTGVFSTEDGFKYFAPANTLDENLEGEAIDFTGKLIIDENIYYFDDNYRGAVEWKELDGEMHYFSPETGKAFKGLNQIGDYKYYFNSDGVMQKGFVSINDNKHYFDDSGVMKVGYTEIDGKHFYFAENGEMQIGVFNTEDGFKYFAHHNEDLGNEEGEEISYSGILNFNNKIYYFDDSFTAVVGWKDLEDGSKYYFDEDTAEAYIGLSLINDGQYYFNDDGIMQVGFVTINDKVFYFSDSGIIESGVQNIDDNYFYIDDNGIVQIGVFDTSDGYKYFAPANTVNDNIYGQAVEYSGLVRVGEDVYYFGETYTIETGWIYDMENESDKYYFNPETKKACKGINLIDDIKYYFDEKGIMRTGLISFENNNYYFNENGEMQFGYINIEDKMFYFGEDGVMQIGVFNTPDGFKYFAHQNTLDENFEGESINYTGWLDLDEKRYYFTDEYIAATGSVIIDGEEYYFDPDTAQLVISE
The depositor's hits bear a star; & = joins results of further samples. A portion of the library. The share of hits here may be higher or lower than overall.

mol: C[C@@H]1CN([C@@H](C)CO)C(=O)c2cc(NS(=O)(=O)c3ccc(F)cc3)ccc2O[C@@H](C)CCCCO[C@@H]1CN(C)S(=O)(=O)c1cn(C)cn1
  TcdB GH inh: 0.7

mol: COCC(=O)NC[C@H]1[C@H](c2ccc(C3=CCCC3)cc2)[C@H](CO)N1C(C)=O
  TcdB GH inh: -0.4

mol: O=C(C[C@@H]1C=C[C@H](NC(=O)Nc2cc(F)ccc2F)[C@@H](CO)O1)Nc1ccc(-c2ccccc2)cc1
  TcdB GH inh: 1.2

mol: O=C(Cc1ccccn1)NCC[C@@H]1CC[C@H](NC(=O)CN2CCOCC2)[C@H](CO)O1
  TcdB GH inh: -0.6

mol: CCNC(=O)C[C@@H]1CC[C@@H](NC(=O)C2CCC2)[C@H](CO)O1
  TcdB GH inh: 0.2

mol: C[C@@H]1CN([C@H](C)CO)C(=O)c2cccc(NC(=O)Nc3ccc(C(F)(F)F)cc3)c2O[C@H]1CN(C)S(=O)(=O)c1cn(C)cn1
  TcdB GH inh: -0.4

mol: CCCC#Cc1ccc2c(c1)O[C@H](CN(C)C(=O)C1CCC1)[C@H](C)CN([C@@H](C)CO)S2(=O)=O
  TcdB GH inh: 0.8

mol: O=C(C[C@@H]1CC[C@@H]2[C@H](COC[C@@H](O)CN2Cc2cccc(Cl)c2)O1)N1CCOCC1
  TcdB GH inh: 0.1

mol: COc1cccc(NC(=O)N[C@H]2CC[C@@H](CC(=O)N3CCOCC3)O[C@H]2CO)c1
  TcdB GH inh: -0.2

mol: COc1ccc(NC(=O)N(C)C[C@@H]2Oc3c(NC(=O)c4cc(C)nn4C)cccc3C(=O)N([C@H](C)CO)C[C@@H]2C)cc1
  TcdB GH inh: 0.9

mol: C[C@H](CO)N1C[C@H](C)[C@@H](CN(C)C(=O)Cc2ccccc2)Oc2ncc(-c3cncnc3)cc2C1=O
  TcdB GH inh: 0.0

mol: O=C1CN(Cc2ccccc2)C[C@H]2[C@@H](c3ccc(Br)cc3)[C@@H](CO)N12
  TcdB GH inh: 0.7

mol: C=CCN=C1NC(c2ccccc2)C(C(=O)OC)=C(C)N1Cc1ccc(C(F)(F)F)cc1 (configuration not stated)
  TcdB GH inh: 1.4

mol: C[C@H](CO)N1C[C@H](C)[C@@H](CN(C)C(=O)C2CCCCC2)Oc2ncc(Br)cc2C1=O
  TcdB GH inh: -2.7

mol: CC(C)c1cn(CC[C@H]2CC[C@H](NS(=O)(=O)c3ccc(Cl)cc3)[C@H](CO)O2)nn1
  TcdB GH inh: 0.3

mol: C[C@@H]1CN([C@@H](C)CO)C(=O)c2cc(NS(=O)(=O)c3ccc(Cl)cc3)ccc2O[C@@H]1CN(C)Cc1ccc(Oc2ccccc2)cc1
  TcdB GH inh: -0.1

mol: C[C@H]1CN([C@@H](C)CO)C(=O)c2cc(NS(=O)(=O)c3cccs3)ccc2O[C@@H]1CN(C)Cc1ccc(Cl)c(Cl)c1
  TcdB GH inh: -0.8

mol: CCC(=O)N1CC2(C1)CN(S(C)(=O)=O)[C@@H](CO)c1[nH]c3cc(OC)ccc3c12
  TcdB GH inh: -0.4

mol: COc1ccc(-c2ccc([C@H]3[C@H]4CN(Cc5ccc(F)cc5)CC(=O)N4[C@H]3CO)cc2)cc1
  TcdB GH inh: -0.6

mol: C[C@@H]1CN([C@H](C)CO)C(=O)c2cc(-c3ccc(F)cc3)cnc2O[C@@H]1CN(C)C(=O)Cc1ccccc1
  TcdB GH inh: -5.6

mol: C[C@@H]1CCCCO[C@@H](CN(C)C(=O)NC2CCCCC2)[C@@H](C)CN([C@H](C)CO)C(=O)c2cc(NC(=O)NC3CCCCC3)ccc2O1
  TcdB GH inh: -0.1

mol: O=C(C[C@@H]1CC[C@@H](NC(=O)CC2CC2)[C@H](CO)O1)NCc1ccccc1
  TcdB GH inh: -0.5

mol: COc1ccc(-c2ccc3n(c2=O)C[C@H]2[C@H](CO)[C@@H](C(=O)NCCN4CCCCC4)N(C)[C@@H]32)cc1
  TcdB GH inh: 0.9

mol: Cc1ccc(S(=O)(=O)NCC[C@H]2CC[C@@H](NC(=O)C3CCOCC3)[C@H](CO)O2)cc1
  TcdB GH inh: -0.9

mol: COc1ccc2c3c(n(C)c2c1)[C@@H](CO)N(Cc1ccccc1F)CC31CN(C(=O)C2CCCC2)C1
  TcdB GH inh: -2.3

mol: Cc1ccccc1S(=O)(=O)N1C[C@H](O)COC[C@@H]2O[C@@H](CC(=O)O)CC[C@H]21
  TcdB GH inh: -2.0

mol: COCC(=O)Nc1ccc2c(c1)[C@@H]1C[C@H](CC(=O)NCc3ccncc3)O[C@H](CO)[C@@H]1O2
  TcdB GH inh: -0.8

mol: CC(C)NC(=O)N(C)C[C@@H]1Oc2ncc(C3=CCCCC3)cc2C(=O)N([C@H](C)CO)C[C@H]1C
  TcdB GH inh: -1.6

mol: O=C(N[C@H]1C=C[C@@H](CC(=O)N2CCCCC2)O[C@@H]1CO)c1ccc2c(c1)OCO2
  TcdB GH inh: -0.3

mol: C[C@@H]1CN([C@@H](C)CO)C(=O)Cc2cc(NC(=O)C3CCCCC3)ccc2O[C@@H]1CN(C)Cc1ccccc1
  TcdB GH inh: 2.2

mol: C[C@@H]1CN([C@H](C)CO)C(=O)c2cccc(NC(=O)c3ccc(-c4nccs4)cc3)c2O[C@@H]1CN(C)Cc1ccc(Cl)c(Cl)c1
  TcdB GH inh: 0.1

mol: C[C@H]1CN([C@@H](C)CO)C(=O)c2cc(NC(=O)Nc3ccc(F)cc3)ccc2O[C@H]1CN(C)CC1CCCCC1
  TcdB GH inh: -9.5

mol: C[C@H]1CN([C@@H](C)CO)C(=O)Cc2cc(NC(=O)Cc3ccccc3)ccc2O[C@@H]1CN(C)S(C)(=O)=O
  TcdB GH inh: -0.4

mol: C[C@H]1CN([C@@H](C)CO)C(=O)c2cc(NC(=O)Cc3cn(C)c4ccccc34)ccc2O[C@@H]1CN(C)Cc1ccc(Cl)c(Cl)c1
  TcdB GH inh: -2.7

mol: C[C@@H]1CN([C@H](C)CO)C(=O)c2cccc(NC(=O)c3ccncc3)c2O[C@@H]1CN(C)Cc1ccncc1
  TcdB GH inh: 0.3

mol: C[C@@H]1CCCCO[C@@H](CN(C)S(=O)(=O)c2cccs2)[C@H](C)CN([C@H](C)CO)C(=O)c2cc(NS(=O)(=O)c3ccc(F)cc3)ccc2O1
  TcdB GH inh: -7.5

mol: CC(C)NC(=O)N(C)C[C@H]1Oc2ccc(NC(=O)Cc3cn(C)c4ccccc34)cc2CC(=O)N([C@H](C)CO)C[C@@H]1C
  TcdB GH inh: -0.7

mol: C[C@@H]1CN([C@@H](C)CO)C(=O)Cc2cc(NS(=O)(=O)c3ccccc3)ccc2O[C@@H]1CN(C)C(=O)Nc1ccc(F)cc1
  TcdB GH inh: 1.4

mol: C[C@H](CO)N1C[C@H](C)[C@H](CN(C)C(=O)CCN(C)C)OCc2ccccc2-c2ccccc2C1=O
  TcdB GH inh: -0.2

mol: C[C@H]1CN([C@@H](C)CO)C(=O)c2cccc(NS(=O)(=O)c3cn(C)cn3)c2O[C@H]1CN(C)CC1CCCCC1
  TcdB GH inh: -0.3

mol: COCC#Cc1cnc2c(c1)C(=O)N([C@@H](C)CO)C[C@H](C)[C@@H](CN(C)S(=O)(=O)c1ccccc1)O2
  TcdB GH inh: 0.5

mol: CCCC#Cc1ccc2c(c1)O[C@H](CN(C)C(=O)c1cccnc1)[C@@H](C)CN([C@@H](C)CO)S2(=O)=O
  TcdB GH inh: 1.4

mol: CCC(=O)N(C)C[C@@H]1Oc2cc(C#CCC(C)C)ccc2S(=O)(=O)N([C@H](C)CO)C[C@@H]1C
  TcdB GH inh: 2.5

mol: C[C@@H]1CN([C@@H](C)CO)S(=O)(=O)c2ccc(C3=CCCC3)cc2O[C@@H]1CN(C)Cc1ccccn1
  TcdB GH inh: 1.0

mol: O=C(NCC1CC1)[C@@H]1[C@@H](CO)[C@@H]2Cn3c(ccc(-c4ccccc4F)c3=O)[C@H]1N2Cc1cncnc1
  TcdB GH inh: 0.3

mol: C[C@@H]1CCCCO[C@@H](CN(C)C(=O)C2CCCCC2)[C@H](C)CN([C@H](C)CO)C(=O)c2cc(NC(=O)Nc3ccccc3)ccc2O1
  TcdB GH inh: -0.4

mol: CCNC(=O)C[C@@H]1CC[C@@H]2[C@H](COC[C@@H](O)CN2C(=O)Nc2cccc(OC)c2)O1
  TcdB GH inh: 0.6

mol: C[C@H]1CN([C@@H](C)CO)C(=O)c2cccc(NC(=O)c3nc4ccccc4s3)c2O[C@@H]1CN(C)Cc1ccc(Oc2ccccc2)cc1
  TcdB GH inh: -0.1

mol: CCCNC(=O)[C@@H]1[C@@H](CO)[C@@H]2Cn3c(cccc3=O)[C@@H]2N1CC1CCCC1
  TcdB GH inh: -0.5

mol: Cn1cnc(S(=O)(=O)N2C[C@@H](O)COC[C@H]3O[C@H](CC(=O)N4CCN(c5ccccc5)CC4)CC[C@@H]32)c1
  TcdB GH inh: -0.3

Going on with the list.
Molecule,TcdB GH inh
CO[C@@H]1CN(C)C(=O)c2ccc(NC(=O)C3CCC3)cc2OC[C@H](C)NC[C@H]1C,1.6
O=C(C[C@@H]1CC[C@@H](NC(=O)Nc2ccc3c(c2)OCO3)[C@@H](CO)O1)NCc1ccc2c(c1)OCO2,-1.8
CCC(=O)N1C[C@@H](O)COC[C@@H]2O[C@@H](CC(=O)NCc3ccccc3Cl)CC[C@H]21,0.2
CO[C@H]1CN(C)C(=O)c2cc(NS(C)(=O)=O)ccc2OC[C@@H](C)N(CC2CCOCC2)C[C@@H]1C,-0.3
COC(=O)C(C(=O)OC)c1ccccc1NS(=O)(=O)c1c(C)cc(C)cc1C,2.5&3.7
CCNC(=O)[C@@H]1[C@@H](CO)[C@@H]2Cn3c(ccc(C4=CCCC4)c3=O)[C@H]1N2C(=O)C1CC1,-0.5
Cc1ccc(S(=O)(=O)Nc2cccc3c2O[C@@H](CN(C)CC2CCCCC2)[C@H](C)CN([C@H](C)CO)C3=O)cc1,1.2
C[C@H](CO)N1C[C@H](C)[C@H](CN(C)C(=O)NC2CCCCC2)Oc2ccc(NS(=O)(=O)c3ccccc3)cc2CC1=O,-1.8
C[C@@H]1CN([C@@H](C)CO)S(=O)(=O)c2ccc(C#CC3CC3)cc2O[C@H]1CN(C)Cc1cccnc1,0.7
CCC(=O)N(C)C[C@H]1Oc2ncc(/C=C/c3ccccc3)cc2C(=O)N([C@@H](C)CO)C[C@H]1C,2.5
C[C@@H]1CN([C@@H](C)CO)C(=O)c2cc(C3=CCCC3)cnc2O[C@H]1CN(C)C(=O)C1CCC1,1.2
C[C@@H]1CN([C@H](C)CO)C(=O)CCCn2cc(nn2)CO[C@@H]1CN(C)Cc1ccc(Oc2ccccc2)cc1,1.1
O=C(CCN1CCCCC1)N[C@H]1CC[C@H](CC(=O)N2CCC(Cc3ccccc3)CC2)O[C@H]1CO,-0.5
CCCC#Cc1ccc([C@@H]2[C@@H](CO)N3CCCCN(Cc4cccnc4)C[C@@H]23)cc1,0.3
O=C([C@H]1[C@H](CO)[C@H]2Cn3c(ccc(-c4ccccc4F)c3=O)[C@@H]1N2C(=O)C1CCC1)N1CCCCC1,0.5
C[C@@H]1CCCCO[C@@H](CN(C)S(=O)(=O)c2ccc(F)cc2)[C@@H](C)CN([C@H](C)CO)C(=O)c2cc(NC(=O)Nc3cccc4ccccc34)ccc2O1,-0.3
Cc1cc(N2CCN(C(=O)OC(C)(C)C)C[C@H]2C)ccc1N1CCN(Cc2ccccc2)[C@H](C)C1,0.7
C[C@@H]1CN([C@@H](C)CO)C(=O)c2cc(NS(=O)(=O)c3ccc(F)cc3)ccc2O[C@@H](C)CCCCO[C@H]1CN(C)Cc1ccc(C(=O)O)cc1,-1.0
O=C(c1cccnc1)N1CC[C@H]2[C@H](CO)Nc3ccc(-c4ccc(F)cc4)cc3[C@H]21,1.7
CCC(=O)Nc1ccc2c(c1)OC[C@@H](C)N(C(=O)c1cccnc1)C[C@H](C)[C@@H](OC)CN(C)C2=O,0.3
COc1ccc(C(=O)N2C[C@@H]3[C@H](c4ccccc42)[C@H](CO)N3C(=O)c2cccc(F)c2)cc1,0.5
C[C@@H]1CN([C@@H](C)CO)C(=O)c2cc(NS(=O)(=O)c3cn(C)cn3)ccc2O[C@@H]1CN(C)Cc1ccc2c(c1)OCO2,0.7
C[C@@H]1CN([C@@H](C)CO)C(=O)c2cc(C#CCc3ccccc3)cnc2O[C@@H]1CN(C)Cc1cccc(C(=O)O)c1,0.9
COc1ccc(-c2ccc([C@@H]3[C@H]4CN(C(=O)c5ccc(F)cc5)CCCCN4[C@H]3CO)cc2)cc1,-0.6
C[C@H](CO)N1C[C@H](C)[C@H](CN(C)C(=O)c2ccccc2)Oc2ncc(-c3ccc(C#N)cc3)cc2C1=O,-0.4
Cc1ccc(S(=O)(=O)N(C)C[C@H]2Oc3ncc(-c4ccncc4)cc3C(=O)N([C@@H](C)CO)C[C@@H]2C)cc1,-0.9
C[C@H]1CN([C@@H](C)CO)C(=O)c2cc(C#CC3CC3)cnc2O[C@@H]1CN(C)C,-0.1
C/C=C/c1cnc2c(c1)C(=O)N([C@H](C)CO)C[C@H](C)[C@H](CN(C)Cc1ccc(F)cc1)O2,-1.4
C[C@H](CO)N1C[C@H](C)[C@@H](CN(C)S(=O)(=O)c2cn(C)cn2)Oc2ccc(NS(=O)(=O)c3cccs3)cc2CC1=O,-0.2
CCCCN1CC(COCc2ccccc2)Oc2cccc(Oc3ccc(F)cc3OC)c2S1(=O)=O (configuration not stated),0.9
C[C@H](CO)N1C[C@H](C)[C@@H](CN(C)Cc2ccc(Oc3ccccc3)cc2)Oc2c(NS(=O)(=O)c3ccccc3)cccc2C1=O,0.0
C[C@H](CO)N1C[C@H](C)[C@H](CN(C)CC2CC2)Oc2cc(C#Cc3ccccc3)ccc2S1(=O)=O,-2.0
COc1ccc2c3c(n(C)c2c1)[C@H](CO)N(Cc1ccccc1OC)CC31CN(CC2CC2)C1,-0.2
